# AID2073 – disruptors of CaV2.2 binding to Mint1 – biochemical, HTRF (AID 2073); HTRF protein-protein interaction, Mint1-CaV2.2; higher % means a stronger effect; one-dose inhibition, % at 20 µM; IC50 in µM for titrated hits; 0.19% of 290,000 active; in the data active = inhibition mostly above about 51%, no sharp cut-off; also: some results filed as inactive read as strong as hits
# Dynein transport – dynein cargo transport inhibition; 0.47% of 220,000 active; AID 1381; 3617.4 mouse cells, GR-EGFP nuclear translocation imaging; test concentration mostly 20 µM; stimulated with dexamethasone, 1 µM; hits give low values; z-score, hits read low;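 active = plate z-score of nuclear minus cytoplasmic receptor signal below a set negative limit, without overly bright fluorescence or cell loss, cut at about -3.5 in these data, passing the limit was not always enough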;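 also: z-score of nuclear minus cytoplasmic ring GR-EGFP intensity difference per well; some compounds called inactive have numbers as strong as hits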
#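 Buffer or medium: tet-free, stripped-serum medium; Also added: dexamethasone, 1.0 µM final; Technique: high-content fluorescence imaging after fixation; Times: 48 h induction, 1 h compound, 30 min dex at 37 °C; Read-out: per-cell GR-EGFP intensity, nucleus versus surrounding cytoplasmic ring, well-averaged.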
# Insulin prom up – MIN6 insulin promoter up-regulation; MIN6 insulin promoter-GFP reporter, high-content imaging; hits give high values; z-score at 5 µM; 0.3% of 190,000 active;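 active = z-score above 3 at 5 µM with at least 500 cells counted in the well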
# WT yeast gro inh – growth inhibition of WT yeast, mitochondrial fusion screen | mitochondrial fusion phenotypic screen, WT strain | inhibition, % at 10 µM | 2.1% of 190,000 active | AID 1362; in the data active = inhibition above about 58%; tested in S. cerevisiae
# Autophagy HCS – alters autophagy in cells; calls only at 10 µM (by protocol); AID 463193; MEF GFP-LC3 puncta imaging; test concentration mostly 10 µM; 0.98% of 190,000 active;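 active = percentage of spot-positive cells more than 3 SD above its plate mean, without a fluorescence outlier flag or 80% toxicity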;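 also: spot-positive cell cutoff set from DMSO-treated cells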
# Yfh1-depleted yeast – mitochondrial function rescue without frataxin homolog – Friedreich's ataxia, plus single-dose screen, dose response (AID 1465). S. cerevisiae Yfh1-off respiration, WST-1 reduction, 72 h; higher fold induction means a stronger effect. one-dose fold induction at 50 µM; EC50 in µM for titrated hits. 0.074% of 220,000 active;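 active = fold induction of absorbance versus untreated yeast above a set limit, then at least 30% activation at any dose in follow-up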;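 also: activators that raise dye reduction in frataxin-depleted yeast; strong numbers were not always called active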
# b-catenin transl – beta-catenin nuclear translocation modulation | nuclear translocation activity, % at 5 µM | HeLa beta-catenin nuclear translocation, immunofluorescence imaging | 0.3% of 190,000 active | AID 1665;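 active = nuclear translocation activity above 50% at 5 µM, with a well cell count of 50 or more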;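 also: per-cell ratio of nuclear to cytoplasmic median beta-catenin stain intensity; plate controls were DMSO negative control for no effect and GSK-3 inhibitor IX positive control for full effect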
#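 Test system: human HeLa cell line; Doses: 5 µM primary, 0.02–20 µM confirmation; Incubation: 24 h compound exposure, 37°C; Detection: beta-catenin immunofluorescence imaging with DAPI; Read-out: beta-catenin nuclear/cytoplasmic ratio, % activation.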
# HIV fusion peptide – cell-free HIV fusion peptide-binding blockers – biochemical, uHTS, fluorescence dequenching, primary screen (AID 1986). 0.3% of 290,000 active. one-dose inhibition, % at 20 µM; IC50 in µM for titrated hits. cell-free peptide binding, fluorescence dequenching, 30 min; higher % means a stronger effect; in the data active = inhibition mostly above about 52%, no sharp cut-off; inactive = mostly below about 76%; also: some results filed as inactive read as strong as hits
# MT stabilizer – stabilizes microtubules in HeLa cells. HeLa tubulin immunostaining HCS, 24 h; share of cells brighter than vehicle mean+2SD. % tubulin-high responders, % at 10 µM. 0.83% of 200,000 active;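 active = plate Z-score above 3 for both tubulin-high and condensed-nucleus cell shares, with cell loss under 80%, at 10 µM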;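 also: anti alpha tubulin signal scored within the nucleus-defined area of each cell; some results filed as inactive read as strong as hits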
# WT yeast gro inh mutant strain – also measured in WT yeast gro inh; calls as there; inhibition, %; mitochondrial fusion phenotypic screen, mutant strain inhibition
# Dynein transport cytoplasmic EGFP – also measured in Dynein transport; calls as there; z-score; measured here: cytoplasmic GR-EGFP intensity; hits give high values
# Dynein transport nuclear GR-EGFP – further read-out of Dynein transport, marked with its call; z-score; measured here: nuclear GR-EGFP intensity;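 lower value marks the stronger effect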
# Dynein transport cell count – recorded beside Dynein transport, whose call it bears; z-score; measured here: cell count per field
# Insulin prom up cell count – recorded beside Insulin prom up, whose call it bears; cell count; measured here: cytotoxicity, nuclei count;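 total cells summed across four imaged fields per well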
# b-catenin transl cell count 5 µM – also measured in b-catenin transl; calls as there; cell count; measured here: cell count, cytotoxicity flag
# MT stabilizer Hoechst-high % – recorded beside MT stabilizer, whose call it bears; % Hoechst-high responders; measured here: nuclear condensation Hoechst responders;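 share of cells brighter than vehicle mean plus two SD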
# MT stabilizer cytotoxicity % – recorded beside MT stabilizer, whose call it bears; toxicity, %; measured here: cytotoxicity by cell density;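 0% = mean cell density of plate MIN control wells and 100% = no cells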
# Autophagy HCS cell loss 18 h – also measured in Autophagy HCS; calls as there; toxicity, %; measured here: cell loss, nuclei count;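 cell loss after 18 h compound exposure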
# * = called active by the depositor; i = inactive; / = no result given; + = active, no number.
SMILES,AID2073,Dynein transport,Dynein transport cytoplasmic EGFP,Dynein transport nuclear GR-EGFP,Dynein transport cell count,Insulin prom up,Insulin prom up cell count,WT yeast gro inh,WT yeast gro inh mutant strain,Autophagy HCS,Autophagy HCS cell loss 18 h,Yfh1-depleted yeast,b-catenin transl,b-catenin transl cell count 5 µM,HIV fusion peptide,MT stabilizer,MT stabilizer Hoechst-high %,MT stabilizer cytotoxicity %
NC(=O)Cc1nc(-c2ccc([N+](=O)[O-])cc2)cs1,19%,0.27,-0.34,-0.11,0.46,0.14,1205,-4,-13,i,-1,i,-2.6,1066,0.5%,2.1,2.6,6.8
COc1ccccc1NC(=O)Nc1cccc(C(=O)O)c1,6%,-1.3,-0.29,-0.8,1.5,0.94,1198,-19,4,i,-1,i,-1.0,1097,4.9%,1.8,1.9,6.1
Cc1ccc(/C=N/NC(=O)Cn2ccc(C(F)(F)F)n2)o1,7%,-0.82,-0.17,-0.47,0.51,-0.31,1226,11,-6,i,7,i,1.6,1115,0.5%,1.9,1.9,5.6
O=C(Nc1nccs1)c1ccc(COc2ccccc2Br)o1,22%,-1.4,-0.095,-0.47,1,-2.4,1846,44,43,i,9,i,-0.3,1049,-2.3%,3.9,1.6,2.8
O=C(O)C1=NN(c2ccccc2)C(=O)C1,-9%,0.87,-0.23,0.31,-0.32,0.1,1409,/,/,/,/,i,0.2,1298,22%,/,/,/
COc1ccccc1CC(=O)O/N=C(\N)Cc1cccc2ccccc12,-3%,0.85,0.45,0.22,0.16,-0.55,1408,-8,2,i,6,i,4.1,1312,-0.8%,1.9,1.3,6.3
CC(C)c1ccc(CN2CC(C(=O)O)CC2=O)cc1 (stereo not drawn),-9%,-1.3,0.15,-0.63,0.76,/,/,-4,-16,i,-9,i,-4.2,938,-0.4%,1.1,1.1,9.1
CN(C)N1C(N)=C(C#N)C(c2ccccc2)C2=C1CCCC2=O (stereo not drawn),-2%,-0.03,-0.2,0.17,-0.18,0.41,1283,-7,8,i,-2,i,/,/,2.4%,3.7,1.5,7.0
COc1ccc(CCn2c(-n3nc(C)cc3C)nc3c2c(=O)[nH]c(=O)n3C)cc1,/,-0.36,-0.076,0.21,-0.28,/,/,/,/,+,60*,i,/,/,/,27,16,14
C=CCNC(=S)N(C1CCCCC1)C1CCCCC1,-8%,-0.52,0.066,-0.22,0.59,-1.6,1248,72*,63*,i,13,i,1.9,1010,0.4%,1.8,0.9,4.3
Cc1nc(NCCc2cnc[nH]2)c2oc3ccccc3c2n1,2%,0.52,-0.054,0.11,1.4,/,/,5,7,i,0,i,-0.9,1215,1.5%,4.4,3.3,11
COC(=O)CCN1CCC(C(N)=O)CC1,10%,1.2,-0.19,1.2,2.4,-0.6,1262,22,9,i,-1,i,/,/,-1.6%,1.7,2.2,12
CN(C(=O)Nc1ccc(C(C)(C)C)cc1)C1CCCCC1,-5%,-1.8,0.34,-0.82,-4.8,0.12,1002,/,/,/,/,i,-0.9,1346,-1.4%,/,/,/
Cc1ccc(-n2c(C)cc(/C=C3/C(=N)N4C(c5ccccc5)=CSC4=NC3=O)c2C)cc1,45%,0.67,-0.13,0.17,0.037,-0.11,1526,10,-1,i,22,i,-0.2,1134,14%,3.3,3.2,9.3
O=C(c1cccc(S(=O)(=O)N2CCCC2)c1)N1CCCc2ccccc21,6%,-1,-0.28,-0.4,0.43,-0.63,1306,-11,-5,i,36,i,-1.2,1117,-1.5%,1.8,2.4,4.6
O=C(NNC(=O)C1CC1c1ccccc1)Nc1cccc(Cl)c1 (stereo not drawn),-6%,-0.086,-0.17,0.67,0.35,0.49,1546,-4,-3,i,-13,i,-0.6,1381,0.8%,2.2,2.8,9.6
Cc1c(N=NC2=C(O)CCCC2=O)c(=O)n(-c2ccccc2)n1C,31%,0.26,-0.32,0.29,-0.084,0.69,1596,19,19,i,-2,i,-5.2,976,3.6%,1.9,1.6,4.2
Cc1sc2nc(SCC(=O)N3CCN(CCO)CC3)n(-c3ccccc3)c(=O)c2c1C,-4%,0.67,-0.2,0.64,0.49,0.08,1282,-10,-1,i,-2,i,/,/,-1.6%,3.4,2.3,8.1
O=C(NCCC1=CCCCC1)NC12CC3CC(CC(C3)C1)C2,2%,-0.77,-0.25,-0.19,-0.2,/,/,78,82,i,-7,i,4.4,965,0.6%,1.4,1.4,4.7
COc1ccc(CCn2c(C(C)C)nc3c(c(=O)c4ccccc4n3C)c2=O)cc1,12%,0.0061,-0.23,0.18,-0.53,-0.38,1207,-7,19,i,6,i,-1.4,987,0.9%,7.5,9.8,3.1
CCOC(=O)C1CCCCN1Cc1ccccc1C(F)(F)F (stereo not drawn),6%,-0.7,-0.28,0.3,0.35,1.1,1222,-5,-22,i,-13,i,-0.4,1166,-2.1%,2.7,2.2,8.4
Nc1nc2nn(-c3ccccc3)nc2c(=O)[nH]1,22%,0.13,-0.097,-0.014,0.51,-0.87,1360,/,/,/,/,i,0.8,1262,0.4%,/,/,/
O=C1[C@H]2[C@@H](C(=O)N1c1cc(Cl)cc(Cl)c1)[C@]1(C(=O)Nc3ccccc31)N1CCC[C@@H]21,-3%,-0.045,-0.34,0.12,0.031,0.5,1429,-4,-31,i,18,i,-2.1,929,-3.7%,5.1,3.2,6.6
CCNc1c(NC(C)=O)c(=O)oc2ccccc12,4%,-0.63,-0.26,-0.14,0.7,0.27,1139,-9,16,i,-4,i,-0.7,1002,-0.4%,5.5,2.0,9.3
Cc1ccc(C(=O)N/N=C/C2=Cc3ccccc3OC2C)cc1 (stereo not drawn),4%,0.17,-0.17,0.24,-0.46,-0.43,1529,11,27,i,-2,i,0.9,1080,-0.3%,4.9,2.4,3.2

# Continuation.
SMILES,AID2073,Dynein transport,Dynein transport cytoplasmic EGFP,Dynein transport nuclear GR-EGFP,Dynein transport cell count,Insulin prom up,Insulin prom up cell count,WT yeast gro inh,WT yeast gro inh mutant strain,Autophagy HCS,Autophagy HCS cell loss 18 h,Yfh1-depleted yeast,b-catenin transl,b-catenin transl cell count 5 µM,HIV fusion peptide,MT stabilizer,MT stabilizer Hoechst-high %,MT stabilizer cytotoxicity %
CC1(NC(=O)N2CCOCC2)CCS(=O)(=O)C1 (stereo not drawn),2%,0.65,-0.17,0.34,-0.93,0.23,1475,-1,4,i,2,i,0.7,1356,-1.5%,1.4,1.4,3.5
CCN(CC)C(=O)Cn1cc(S(=O)(=O)CC(=O)NCc2ccc3c(c2)OCO3)c2ccccc21,23%,1.3,-0.28,1.2,-0.38,0.11,1304,-10,5,i,16,i,-1.5,1051,1.4%,3.0,2.3,9.6
COc1cc(SC)ccc1C(=O)N(C)Cc1ccccc1,7%,-0.27,-0.2,0.27,0.16,-0.57,1452,-3,15,i,-28,i,0.5,1258,-0.8%,2.4,1.9,8.5
Fc1cc2ncn(Cc3ccccc3)c2cc1F,-2%,-0.55,-0.23,-0.15,0.42,-0.3,1316,27,3,i,11,i,-6.8,1030,1.9%,6.2,2.8,4.3
NC(=O)/C(=C\c1cccnc1)NC(=O)c1ccccc1,0%,-0.4,-0.24,-0.083,0.3,-0.28,1295,6,9,i,8,i,2.5,1084,-1.0%,2.0,2.2,9.5
COc1ccc2nc(SCC(=O)NC(C)(C)C)[nH]c2c1,5%,-0.77,-0.14,-0.21,0.18,-0.82,1050,-12,-5,i,9,i,0.4,975,0.8%,2.4,1.5,4.4
Cc1ccccc1NC(=O)c1ccc2c(c1)C(=O)N(CCC(C)C)C2=O,0%,1.9,-0.22,1.4,-0.68,-0.57,962,3,5,i,-9,i,/,/,-2.3%,1.8,1.1,8.0
Cc1oc(-c2cccc3ccccc23)nc1CN1CCC[C@H]1CO,12%,-0.024,-0.35,0.29,0.38,0.11,1498,-10,-9,i,-7,i,0.1,999,0.1%,/,/,/
COc1ccc(/C=C/C(=O)Oc2ccc(/C=N/NC(=O)COc3c(C)cccc3C)cc2)cc1,14%,0.34,-0.45,-0.0038,-0.13,0.36,1602,-2,16,i,3,i,0.3,1030,1.0%,4.3,2.9,10
CCC(=O)N(CC)c1nc(-c2ccc(OC)cc2)cs1,-9%,-0.25,-0.24,-0.011,0.84,0.26,1162,-20,-3,i,3,i,-1.3,1464,3.0%,1.8,2.8,8.9
COC(=O)c1sc(-c2ccc(Cl)cc2)cc1NC(=O)c1ccccc1C(=O)O,24%,-0.097,-0.2,0.33,0.73,-0.28,1030,/,/,/,/,i,-0.6,1395,40%,/,/,/
Cc1[nH]n2c(=O)cc(Cc3ccccc3)nc2c1C#N,10%,-0.2,-0.23,-0.17,-0.079,1.2,1931,-13,-22,i,-2,i,-0.3,1110,-0.7%,4.3,2.5,4.6
O=C(c1ccoc1)N1CCC2(CC1)Oc1ccc(F)cc1C(=O)C21CC(c2ccc(Cl)cc2)=NO1 (stereo not drawn),3%,-0.39,-0.78,-0.1,0.18,0.19,1167,/,/,/,/,i,-1.9,1232,-0.8%,/,/,/
CCn1c(SCC(=O)Nc2ccc(OC)c(OC)c2)nnc1-c1ccco1,2%,1.5,-0.23,1.1,-0.095,-0.14,1054,/,/,/,/,i,-0.9,1360,1.1%,/,/,/
CC(=O)NCCOc1cccc2ccccc12,-10%,-0.31,-0.21,-0.064,0.86,/,/,-2,-3,i,5,i,/,/,-1.8%,3.9,1.2,2.8
C[C@@H]1O[C@@H](Oc2c(-c3cc(O)c(O)c(O)c3)oc3cc(O)cc(O)c3c2=O)[C@H](O)[C@H](O)[C@H]1O,8%,-0.55,-0.28,0.03,0.9,0.52,1163,-2,10,i,-6,i,/,/,25%,1.9,3.6,9.3
